GPR55 antagonists: GPR55 antagonists blocking LPI-driven arrestin recruitment, primary screen, imaging, U2OS, beta-arrestin-GFP, LPI agonist (AID 2013). G-protein coupled receptor 55 (Homo sapiens). hit rate 0.13% among 290,000. U2OS GPR55 beta-arrestin-GFP translocation imaging, LPI antagonism; higher % means a stronger effect. one-dose inhibition, % at 10 µM; IC50 in µM for titrated hits;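 active means spots per cell inhibited over 60%, with over 100 cells counted and total cytoplasm intensity under 500,000; inconclusive means wells with under 100 cells, flagged as likely toxic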;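 further: U2OS cells stably carrying GPR55 and arrestin-GFP stimulated by 5 µM LPI near EC80; imaged beta-arrestin-GFP aggregate spots per cell after agonist stimulation; plate controls were LPI-stimulated DMSO wells for no effect and DMSO wells without LPI for full effect; some results filed as inactive read as strong as hits; confirmed hits need IC50 under 10 µM and bright autofluorescent wells are also inconclusive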
Rac1 GTP hydrolysis: MgcRacGAP GTPase-activating activity inhibitors, confirmation, biochemical, ADP Hunter fluorescence; hit rate 0.6% among 340,000; MgcRacGAP-stimulated Rac1 GTP hydrolysis, ADP Hunter fluorescence; higher % means a stronger effect; GST-tagged Rac1 F28L mutant substrate; inhibition, % at 30 µM, or IC50 in µM where a hit was titrated;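 active means first-screen hits whose inhibition reached a set limit at any dose in the follow-up dose series; inconclusive means inhibition above the set first-screen limit but never retested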;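 further: fluorescence reports GDP produced by GAP-driven GTP hydrolysis; strong numbers were not always called active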
NTR1 agonist: agonists of NTR1, primary screen, imaging, U2OS cells, beta-arrestin-GFP, high content (AID 493036); NTR1-U2OS beta-arrestin-GFP spot imaging, agonist mode; Neurotensin receptor type 1 (Homo sapiens), P30989; hit rate 0.17% among 330,000; activation, % at 20 µM;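 active means activation at or above 40% of the spot to cytoplasm intensity ratio, with at least 20 cells analyzed; inconclusive means wells under 20 cells, flagged as cytotoxic or low count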;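 further: 0% = DMSO without peptide and 100% = 100 nM NTR1 peptide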
Target sequence (P30989 whole entry, looked up): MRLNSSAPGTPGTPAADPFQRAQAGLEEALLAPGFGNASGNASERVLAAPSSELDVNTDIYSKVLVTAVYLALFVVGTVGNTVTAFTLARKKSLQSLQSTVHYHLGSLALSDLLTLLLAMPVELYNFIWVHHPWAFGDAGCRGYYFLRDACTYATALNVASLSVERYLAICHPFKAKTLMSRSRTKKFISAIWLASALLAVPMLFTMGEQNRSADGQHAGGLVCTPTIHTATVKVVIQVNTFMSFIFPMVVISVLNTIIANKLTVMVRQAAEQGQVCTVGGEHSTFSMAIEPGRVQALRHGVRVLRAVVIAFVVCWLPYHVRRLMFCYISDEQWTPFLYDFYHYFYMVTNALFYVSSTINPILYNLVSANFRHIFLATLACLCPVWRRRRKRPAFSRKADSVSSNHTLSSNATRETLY
NOD1 inhibition: NOD1 signaling inhibitors, primary screen, cell-based, luminescence, uHTS (AID 1578); NOD1-driven NF-kB luciferase reporter cells, luminescence; higher % means a stronger effect; one-dose inhibition, % at 4 µM; EC50 in µM for titrated hits; hit rate 1% among 290,000; in the data active means inhibition mostly above about 36%, no sharp cut-off; inactive means mostly below about 34%;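 further: HEK-293T reporter cells stimulated with the NOD1 agonist gamma-tri-DAP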
KOR beta-arrestin-1: KOR agonists, beta-arrestin recruitment, primary screen, cell-based, luminescence, uHTS (AID 1777) | Kappa-type opioid receptor (Homo sapiens) | activation, % at 10 µM; hits with a dose series show EC50 in µM | KOR beta-arrestin recruitment, luminescence; higher % means a stronger effect | hit rate 0.02% among 280,000; in the data active means activation above about 50%, passing the limit was not always enough; further: a part of the inactive calls stands beside numbers as strong as those of hits
GPR35 antagonists: GPR35 antagonists blocking zaprinast-driven arrestin recruitment, primary screen, imaging, U2OS, beta-arrestin-GFP, zaprinast agonist (AID 2058); G-protein coupled receptor 35 (Homo sapiens); U2OS GPR35 beta-arrestin-GFP translocation imaging, zaprinast antagonism; higher % means a stronger effect; inhibition, % at 10 µM, or IC50 in µM where a hit was titrated; hit rate 0.052% among 290,000;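 active means inhibition of at least 50% with at least 30 cells and total cytoplasm GFP at most 10,000,000; inconclusive means under 30 cells or total GFP of 10,000,000 plus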
GPR55 activation: GPR55 agonists via beta-arrestin recruitment, primary screen, imaging, U2OS cells, beta-arrestin-GFP redistribution (AID 1961) | activation, % at 10 µM; hits with a dose series show EC50 in µM | U2OS GPR55 beta-arrestin-GFP redistribution imaging; higher % means a stronger effect | G-protein coupled receptor 55 (Homo sapiens) | hit rate 0.048% among 290,000;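 active means activation above 40% with more than 50 cells counted in the well; inconclusive means wells holding fewer than 50 cells, flagged as toxic or sparse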;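 further: U2OS osteosarcoma cells stably expressing GPR55 and beta-arrestin-GFP; plate controls were DMSO negative control for no effect and LPI positive control for full effect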
K1F lysis inhibition: inhibition of K1F phage lysis, E. coli UTI89, bacterial capsule biogenesis inhibitors, alamar blue (AID 488966); E. coli UTI89 K1F phage lysis, alamar blue, 2 h; higher % means a stronger effect; one-dose inhibition, % at 100 µM; IC50 in µM for titrated hits; hit rate 0.02% among 340,000;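 active means phage lysis inhibition, versus mean bacterial control, above a set limit; inconclusive means no clear call, values can overlap the other calls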;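 further: capsule biogenesis inhibitors block K1F phage lysis so surviving cells raise fluorescence; higher fluorescence means more inhibition of phage lysis; actives were called in the ten point dose series up to 300 µM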
KOR beta-arrestin-2: KOR antagonists, beta-arrestin recruitment, cell-based, luminescence, uHTS (AID 1778); inhibition, % at 10 µM; hits with a dose series show IC50 in µM; hit rate 0.091% among 290,000; KOR beta-arrestin recruitment, luminescence, antagonist mode; higher % means a stronger effect; in the data active means inhibition above about 50%; further: strong numbers were not always called active
NTR1 agonist cell count 20 µM: also measured in NTR1 agonist; calls as there; cell count; measured here: cell count, cytotoxicity flag
Numbers without * were called inactive; ? = inconclusive; . = not tested or not shown; [ ] = dose if it differs, or a comment. Some of the compounds tested; count on the stated rates, not on these rows.

The first nine records, ahead of the listing:
SMILES	GPR55 antagonists	Rac1 GTP hydrolysis	NTR1 agonist	NTR1 agonist cell count 20 µM	NOD1 inhibition	KOR beta-arrestin-1	GPR35 antagonists	GPR55 activation	K1F lysis inhibition	KOR beta-arrestin-2
CCOC(=O)c1c(S(=O)(=O)NC2CCN(C(=O)OCC)CC2)c(C)n(C)c1C	-20%	11%	0.6	42	-4%	0.9%	-4%	-0.1%	0.5%	-17%
S=C(NCc1ccc2c(c1)OCO2)NC1CC1	0%	7%	1.6	41	11%	0.2%	-16%	0.3%	0.0%	-25%
C=CCNC(=O)C1CC2Cn3c(nc4ccccc43)C2N1C (stereo not drawn)	-1%	5%	-4.2	105	6%	-2.8%	-2%	0.7%	0.5%	20%
CCCC1NC(=S)N(C2CCCCC2)C1=O (stereo not drawn)	-4%	5%	2.9	58	-17%	5.3%	-12%	0.1%	5.3%	16%
O=C(O)CN(c1ccccn1)S(=O)(=O)c1ccccc1	6%	0%	2.9	94	-11%	0.6%	-21%	-0.1%	2.9%	-22%
COc1ccc(C2C(C(=O)c3ccco3)=C(O)C(=O)N2CCCn2ccnc2)c(OC)c1 (stereo not drawn)	14%	3%	1.4	50	8%	6.0%	-10%	0.3%	1.0%	-17%
O=C(CCN1CCN(Cc2ccccc2)CC1)NNC(=O)Nc1cccc([N+](=O)[O-])c1	-15%	11%	1.8	51	-18%	4.9%	-1%	0.4%	0.0%	-7%
CCCCCCNC(=O)CC(NS(=O)(=O)c1ccc(NC(C)=O)cc1)C(C)C (stereo not drawn)	17%	-7%	0.8	56	-21%	4.0%	-3%	-0.1%	3.5%	12%
COC(=O)c1c(NC(=O)C(C)(C)C)sc2c1C(C(=O)OC)CC2 (stereo not drawn)	0%	6%	0.7	62	24%	3.1%	-6%	0.2%	-3.0%	4%

This part in full, repeating the preview:
SMILES	GPR55 antagonists	Rac1 GTP hydrolysis	NTR1 agonist	NTR1 agonist cell count 20 µM	NOD1 inhibition	KOR beta-arrestin-1	GPR35 antagonists	GPR55 activation	K1F lysis inhibition	KOR beta-arrestin-2
CCOC(=O)c1c(S(=O)(=O)NC2CCN(C(=O)OCC)CC2)c(C)n(C)c1C	-20%	11%	0.6	42	-4%	0.9%	-4%	-0.1%	0.5%	-17%
S=C(NCc1ccc2c(c1)OCO2)NC1CC1	0%	7%	1.6	41	11%	0.2%	-16%	0.3%	0.0%	-25%
C=CCNC(=O)C1CC2Cn3c(nc4ccccc43)C2N1C (stereo not drawn)	-1%	5%	-4.2	105	6%	-2.8%	-2%	0.7%	0.5%	20%
CCCC1NC(=S)N(C2CCCCC2)C1=O (stereo not drawn)	-4%	5%	2.9	58	-17%	5.3%	-12%	0.1%	5.3%	16%
O=C(O)CN(c1ccccn1)S(=O)(=O)c1ccccc1	6%	0%	2.9	94	-11%	0.6%	-21%	-0.1%	2.9%	-22%
COc1ccc(C2C(C(=O)c3ccco3)=C(O)C(=O)N2CCCn2ccnc2)c(OC)c1 (stereo not drawn)	14%	3%	1.4	50	8%	6.0%	-10%	0.3%	1.0%	-17%
O=C(CCN1CCN(Cc2ccccc2)CC1)NNC(=O)Nc1cccc([N+](=O)[O-])c1	-15%	11%	1.8	51	-18%	4.9%	-1%	0.4%	0.0%	-7%
CCCCCCNC(=O)CC(NS(=O)(=O)c1ccc(NC(C)=O)cc1)C(C)C (stereo not drawn)	17%	-7%	0.8	56	-21%	4.0%	-3%	-0.1%	3.5%	12%
COC(=O)c1c(NC(=O)C(C)(C)C)sc2c1C(C(=O)OC)CC2 (stereo not drawn)	0%	6%	0.7	62	24%	3.1%	-6%	0.2%	-3.0%	4%
COc1cc(C(=S)N2CCOCC2)cc(OC)c1OC(=O)Cc1ccc(F)cc1	16%	9%	0.1	48	-16%	7.3%	9%	-0.3%	1.7%[50 µM]	3%
CC(C)(CNS(=O)(=O)c1ccc2c(c1)OCCO2)N1CCOCC1	13%	5%	2.0	41	-17%	2.1%	-17%	0.3%	1.3%	14%
O=C(CNC(=O)c1cccs1)OCC(=O)c1cccs1	22%	1%	2.4	52	.	-2.1%	-7%	0.4%	4.3%	6%
Cc1cnc(C(=O)N2CCN(S(=O)(=O)c3ccc4ccccc4c3)CC2)cn1	2%	10%	0.1	98	14%	5.6%	4%	-0.2%	-4.7%	33%
O=C(Nc1ccc(Cl)cc1)Nc1ccc(C(=O)N2CCOCC2)cc1	18%	16%	-0.7	41	2%	0.0%	-1%	0.0%	0.5%	25%
CCCCCCCc1nc2sc3c(c2c(=O)n1N)CC(C)(C)OC3	8%	-4%	-0.4	61	-2%	2.0%	-20%	-0.1%	0.1%	15%
O=C(c1cccc(Oc2ccc([N+](=O)[O-])cc2Cl)c1)N1CCCCC1	5.1µM*	9%	0.8	79	-29%	2.8%	6%	-0.8%	0.0%	-22%
O=C1c2ccccc2C(=O)C1c1ccc(O)cc1	-18%	172µM*	-0.1	84	-1%	5.8%	0%	0.5%	1.4%	-36%
CC1=C/C(=N\S(=O)(=O)c2ccccc2)C(C(C)C)=CC1=O	-10%	-1%	1.0	93	-57%	-1.4%	-31%	-0.1%	-0.2%	5%
O=C(c1ccc2snnc2c1)N1CCCCC1	3%	5%	-1.3	95	-38%	-2.6%	-25%	-0.3%	-6.4%	-11%
CN(C)S(=O)(=O)c1ccc(N2CCCC2)c(C(=O)Nc2ccccc2N2CCOCC2)c1	18%	3%	.	.	-1%	-2.9%	1%	-0.1%	0.0%	3%
COc1ccc(NC(=O)c2cccnc2N2CCCCC2)cc1	4%	10%	-1.1	40	-16%	1.6%	-13%	-0.3%	1.0%	-1%
O=C(NC1CCCCCCC1)c1ccc(F)cc1	4%	5%	-0.7	90	-18%	3.6%	-6%	-0.1%	0.1%	-2%
c1cc2c3c(cccc3c1)NC1(CCC3(CC1)Nc1cccc4cccc(c14)N3)N2	18%	30%	12	88	-1%	2.9%	-2%	0.8%	0.6%	-25%
C=CCSc1nnc(NC(=O)CSc2nnc(C)s2)s1	1%	4%	-1.0	35	-12%	-1.2%	4%	-0.1%	0.4%	28%
COC(=O)C1=C(N)Oc2cc(C)[nH]c(=O)c2C1c1ccc(Cl)cc1 (stereo not drawn)	-2%	9%	2.9	57	-2%	.	11%	-0.1%	0.4%	-2%
CC(C)CS(=O)(=O)C1=NN2C(=N)/C(=C\c3ccc(OC(=O)c4ccco4)cc3)C(=O)N=C2S1	-27%	27%	3.0	51	27%	8.6%	-1%	0.0%	2.0%	-41%
CCCCN(C)CCC(=O)Nc1ccc(F)c(F)c1	-1%	0%	-0.7	55	-13%	-2.7%	-1%	0.3%	0.2%	10%
O=C(NNC(=O)c1ccc2c(c1)OCO2)NC12CC3CC(CC(C3)C1)C2	-6%	8%	6.7	53	-5%	-1.6%	7%	-0.3%	3.4%	-8%
CC(=O)Nc1ccc(OCC(=O)NCc2ccc(C)cc2)cc1	-4%	17%	1.0	32	-22%	-5.9%	5%	-0.2%	-0.4%	1%
COc1ccc(CN2CCNC(=O)C2CC(=O)NC2CCCCCCC2)cc1C (stereo not drawn)	18%	6%	-0.1	57	-36%	0.3%	-4%	-0.2%	0.1%	-20%
CCOc1ccc(N2C(=O)CN(c3cccc4ccccc34)C2=S)cc1	10%	2%	3.4	34	-40%	-4.6%	5%	-0.5%	-0.1%	-8%
S=c1[nH]nc(CCc2ccccc2)n1-c1ccccc1	7%	4%	-1.6	59	-31%	0.7%	-4%	0.1%	1.8%[50 µM]	2%
CC(=O)Nc1ccc(S(=O)(=O)N2CCN(Cc3cccc([N+](=O)[O-])c3)CC2)cc1	1%	.	0.4	89	-57%	-2.4%	4%	-0.1%	.	-18%
COc1ccccc1CN(C)C(=O)CN1C(=O)c2ccccc2C1=O	-10%	6%	-0.8	56	-6%	0.6%	9%	-0.1%	0.1%	-21%
CCOC(=O)C1=C(c2ccccc2)N=C2SCC(=O)N2C1c1ccc(OCC)c(OCC)c1 (stereo not drawn)	0%	7%	6.4	57	-4%	-3.4%	5%	0.0%	0.5%	15%
COc1ccc2c(c1)C1CC(C)(NC(=O)C1C(=O)c1ccccc1)O2 (stereo not drawn)	1%	1%	-1.6	64	-19%	-2.1%	-3%	-0.1%	0.2%	23%
CCOc1ccccc1NC(=O)C1CCCN(S(=O)(=O)c2ccc3c(c2)C(C)(C)C(=O)N3C)C1 (stereo not drawn)	-4%	6%	1.4	54	-18%	7.0%	-6%	-0.1%	-1.0%	-38%[20 µM]
CCCCN(C)C(=O)c1coc(=O)c2ccccc12	-3%	3%	1.1	60	-12%	-4.7%	4%	0.0%	0.6%	-13%
CN(C)CCCNc1ccc(-c2cc(Nc3cccc(Cl)c3)ncn2)cn1	-7%	11%	-0.2	73	-12%	2.6%	8%	-0.1%	-0.2%	-24%
COC(=O)/C=C/c1ccc(OC(=O)OC)c(OC(=O)OC)c1	6%	?	.	.	-23%	1.8%	-8%	0.1%	8.9%	7%
Cc1ccc(NC(=O)COC(=O)c2ccc(OCc3c(C)noc3C)cc2)cc1S(=O)(=O)N1CCOCC1	2%	11%	-0.6	65	-25%	-5.7%	-5%	0.2%	1.2%	4%
O=C(NCc1ccc2c(c1)OCO2)Nc1ccc([N+](=O)[O-])cc1	15%	7%	13	51	-44%	-1.1%	-13%	-0.1%	0.0%	31%
Cc1cccc(CCNS(=O)(=O)c2ccc3c(c2)CCN3C(=O)CCC(=O)O)c1	1%	-1%	0.1	50	4%	-2.9%	2%	-0.2%	-0.3%	6%
O=C(CNC(=O)C(c1ccccc1)c1ccccc1)N/N=C/c1cccnc1	6%	.	0.3	55	6%	4.7%	5%	0.2%	.	-36%
